IDE act: IDE (human) activation, cell-based | activation, % at 5.96 µM | 340,000 compounds, 0.073% hits | HEK cells, FAbeta-B cleavage, fluorescence polarization; 0% vehicle, 100% cell-free pure enzyme wells | P14735;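 active means activation above the mean of all tested compounds plus 3 SD, set per screening campaign, cut at about 17% in these data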
UBC9 SUMO inh: blocks human SUMOylation mediated by UBC9; P63279; 290,000 compounds, 0.36% hits; HTRF SUMOylation assay, SAE1/SAE2 + UBC9, in vitro; AID 2006; inhibition, % at 35 µM; in the data active means inhibition above about 50%, passing the limit was not always enough; further: strong numbers were not always called active
Target sequence (P63279 whole entry, looked up): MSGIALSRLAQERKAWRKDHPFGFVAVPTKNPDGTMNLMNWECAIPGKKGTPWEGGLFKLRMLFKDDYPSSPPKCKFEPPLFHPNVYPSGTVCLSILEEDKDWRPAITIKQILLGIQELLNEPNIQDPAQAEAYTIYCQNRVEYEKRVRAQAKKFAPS
VIM-2 inh: inhibitors of Pseudomonas aeruginosa VIM-2 metallo-beta-lactamase. 290,000 compounds, 0.89% hits. AID 1527. purified VIM-2, nitrocefin hydrolysis, epi-absorbance fluorescence. inhibition, % at 5.6 µM;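 active means inhibition above the mean of all tested compounds plus 3 SD, cutoff set per screening run, cut at about 7.5% in these data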;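 further: red hydrolysis product quenches plate fluorescence so inhibitors raise well fluorescence; 0% = enzyme with DMSO and 100% = DMSO without enzyme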
DNA FID counter: displaces DNA intercalator in HCV helicase counter-screen. 290,000 compounds, 0.17% hits. AID 1845. inhibition, % at 7.9 µM. DNA fluorescent intercalator displacement, fluorescence; in the data active means inhibition above about 37%;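 further: 0% = vehicle and 100% = reference compound; higher means more ethidium bromide displaced from hairpin DNA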
IMP-1 inh: inhibitors of Pseudomonas aeruginosa IMP-1 metallo-beta-lactamase. purified IMP-1, nitrocefin hydrolysis, epi-absorbance fluorescence. inhibition, % at 5.6 µM. 290,000 compounds, 0.45% hits;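 active means inhibition above the mean plus 3 SD of all compounds in the same screening run, cut at about 4.5% in these data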;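 further: 0% = IMP-1 with DMSO and 100% = DMSO wells lacking enzyme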
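Assay system: purified IMP-1; Quantity: IMP-1 0.2 nM before substrate addition; Medium: HEPES buffer pH 7.1 with ZnSO4 and Brij 35; Incubation: 15 min enzyme–compound preincubation, then 25 min nitrocefin reaction, 25 °C; Signal: fluorescence quenching readout, ex 480/em 530 nm; Controls: DMSO with and without IMP-1; Repeats: singlicate testing.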
MEKK3 PB1 HTS: modulators (inhibitors or enhancers) of MEK5 binding to human MEKK3 PB1 domain | bead-based flow cytometry, Alexa488-MEK5 binding to MEKK3; actives lie on both sides; 0 = blocked by unlabeled MEK5, 100 = vehicle | binding response (% of control), % at 10 µM | 290,000 compounds, 1.4% hits;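 active means binding response more than 3 SD above or below the average of its plate-row segment, actives on both sides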;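 further: Alexa488 bead fluorescence after subtracting the streptavidin-only scavenger bead signal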
Target sequence (Q99759 whole entry, looked up, the tested form may be a part): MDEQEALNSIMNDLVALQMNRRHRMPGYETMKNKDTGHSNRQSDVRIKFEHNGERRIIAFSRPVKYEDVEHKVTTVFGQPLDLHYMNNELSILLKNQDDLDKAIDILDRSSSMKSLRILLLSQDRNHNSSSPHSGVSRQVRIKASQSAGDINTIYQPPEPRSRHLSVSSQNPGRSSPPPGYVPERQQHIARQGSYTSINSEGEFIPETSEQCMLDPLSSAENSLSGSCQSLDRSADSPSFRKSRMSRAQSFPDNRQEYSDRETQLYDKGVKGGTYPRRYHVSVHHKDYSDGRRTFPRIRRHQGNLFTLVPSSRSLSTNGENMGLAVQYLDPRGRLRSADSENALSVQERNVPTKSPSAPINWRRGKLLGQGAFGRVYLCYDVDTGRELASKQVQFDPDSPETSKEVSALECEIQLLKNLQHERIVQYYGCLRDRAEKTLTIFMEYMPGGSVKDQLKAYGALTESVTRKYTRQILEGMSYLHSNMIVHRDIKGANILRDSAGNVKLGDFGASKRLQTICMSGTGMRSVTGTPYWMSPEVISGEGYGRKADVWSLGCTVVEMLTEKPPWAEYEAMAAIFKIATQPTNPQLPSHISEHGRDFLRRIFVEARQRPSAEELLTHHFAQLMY
p-CIP stab down: lowers stability of the mouse p/CIP coactivator protein; F442A p/CIP-EGFP cells, EGFP fluorescence, 16 h; decrease of EGFP signal, % at 10 µM; 290,000 compounds, 0.01% hits; Q05BA5;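 active means EGFP signal decrease of at least 30% at 10 µM or well 3 SD below plate mean, unless failing retest; inactive means the rest, including hits failing retest or dose response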; further: some compounds called inactive have numbers as strong as hits; many of its hits are not listed in these tables
PHOSPHO1 block: inhibitors of human PHOSPHO1 phosphatase; recombinant PHOSPHO1, absorbance phosphatase assay; inhibition, % at 13.3 µM; 290,000 compounds, 1.1% hits; Q8TCT1; in the data active means inhibition above about 60%
Target sequence (Q8TCT1 whole entry, looked up): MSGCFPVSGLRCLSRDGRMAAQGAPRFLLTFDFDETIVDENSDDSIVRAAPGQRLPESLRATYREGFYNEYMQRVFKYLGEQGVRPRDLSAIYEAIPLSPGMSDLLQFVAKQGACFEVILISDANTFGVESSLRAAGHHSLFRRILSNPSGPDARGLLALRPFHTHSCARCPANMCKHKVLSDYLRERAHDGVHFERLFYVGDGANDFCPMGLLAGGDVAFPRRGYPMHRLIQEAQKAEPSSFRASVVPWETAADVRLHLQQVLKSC
NS3 helicase inh: HCV NS3 helicase inhibition | NS3 helicase DNA unwinding, Cy5 molecular beacon fluorescence | AID 1800 | inhibition, % at 10.9 µM | 290,000 compounds, 0.56% hits;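 active means inhibition above the mean of all tested compounds plus 3 SD, set per campaign, cut at about 35% in these data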;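 further: 0% = DMSO wells and 100% = thioflavine S control wells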
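Material: hepatitis C virus NS3 helicase domain fragment enzyme; measured by: Cy5 fluorescence, 0 and 60 min reads; control set: DMSO and thioflavine S; incubation: 60 min unwinding reaction at 25 °C after ATP addition; read-out basis: % inhibition from 60/0 min fluorescence ratio, DMSO 0%, thioflavine S 100%; repeats: singlicate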
An asterisk follows results filed as active; · = no result given; & = joins results of further samples.

SMILES	IDE act	UBC9 SUMO inh	VIM-2 inh	DNA FID counter	IMP-1 inh	MEKK3 PB1 HTS	p-CIP stab down	PHOSPHO1 block	NS3 helicase inh
CCOC(=O)c1oc2cc(OCC(N)=O)ccc2c(=O)c1-c1ccc(OC)c(OC)c1	3	4	-1.9	-20	-3.8	99&82	5	-18	6
O=C(NCCc1ccc(Cl)cc1)C1CCN(S(=O)(=O)N2CCC3(CC2)OCCO3)CC1	-6	-2	-1.0	-27	-1.7	95	-3	6	5
CC(C)(O)C#Cc1ccc(CN2CCN(C3CCCCC3)C(CCO)C2)cc1 (stereo not given)	0	8	-2.5	1	-0.7	101	10	31	5
CCn1nc(C)c(CN2CCC(C(=O)Nc3cccc(-c4cccc(F)c4)c3)CC2)c1C	-2	-3	-1.2	32	-2.0	106	-3	28	-75
CCCCN(CCCC)C1=Nc2ccccc2N/C1=C(/C#N)C(=O)OCC	4	3	-1.5	-20	-1.4	96	-9	15	21
COc1cc2c(cc1OC)CN(C(=S)NC(=O)c1ccccc1)CC2	9	15	-5.5	-16	-2.6	96	-16	-88	3
Cn1c(Cc2ccccc2)nnc1SCC(=O)Nc1cccc(S(=O)(=O)NC2=NCCCCC2)c1	0	5	-2.9	-30	-2.4	106	-1	24	1
Nc1n[nH]c(CO)n1	0	5	-0.8	1	-3.4	95	4	-4	-2
CC1=NN(C(C#N)c2ccccc2)C(C)(C)C1 (stereo not given)	3	18	-1.0	0	-2.3	99	-16	44	6
COc1ccccc1CCNS(=O)(=O)c1c(C)n(C)c(=O)n(C)c1=O	3	15	-0.1	-6	-2.6	101	-3	36	10
Cc1cccc(COCC(CC(C)C)N2CCN(C(=O)c3ccc(C(C)(C)C)cc3)CCC2=O)c1 (stereo not given)	-2	-18	-0.7	-19	-0.1	94	11	-11	-8
O=C(c1noc2c1CCc1ccccc1-2)N1CCCc2ccccc21	10	19	-3.0	-26	-3.0	90	-3	7	-4
CCOC(=O)c1[nH]c(C)c(C(=O)NCCCOC(C)C)c1C	-4	0	-2.1	-4	-3.7	107	13	3	-5
Cc1c(NC(=O)Nc2ccccc2[N+](=O)[O-])c(=O)n(-c2ccccc2)n1C	1	5	1.2	-14	0.5	101	-8	14	2
CC(C)(C(N)=O)c1ccccc1	5	6	-2.3	-3	-1.7	106	12	39	5
COc1ccccc1C(=O)N/C(=C\c1cn(C)c2ccccc12)C(=O)N1CCOCC1	7	13	-2.1	-48	-1.2	100	-2	45	3
O=C(/C=C/c1ccc([N+](=O)[O-])s1)N1CCCC1	3	4	-2.3	5	-1.2	99	8	42	-2
CCOC(=O)N1CCN(c2ccc(C(=O)c3ccccc3)cc2F)CC1	2	-3	0.6	-25	-1.6	108	-2	-4	-6
COC(=O)N1N=C(c2ccc(Br)cc2)CC1(O)C(F)(F)F (stereo not given)	-4	11	-0.3	-13	-2.5	108	-1	4	-8
COC(=O)CCC(C)N1CCC(Oc2ccc(C(=O)NCc3ccccn3)cc2)CC1 (stereo not given)	5	3	-2.9	-7	0.5	100	-1	31	2

Reprinted from the part before: 5 entries; new compounds follow.
SMILES	IDE act	UBC9 SUMO inh	VIM-2 inh	DNA FID counter	IMP-1 inh	MEKK3 PB1 HTS	p-CIP stab down	PHOSPHO1 block	NS3 helicase inh
COc1ccccc1C(=O)N/C(=C\c1cn(C)c2ccccc12)C(=O)N1CCOCC1	7	13	-2.1	-48	-1.2	100	-2	45	3
O=C(/C=C/c1ccc([N+](=O)[O-])s1)N1CCCC1	3	4	-2.3	5	-1.2	99	8	42	-2
CCOC(=O)N1CCN(c2ccc(C(=O)c3ccccc3)cc2F)CC1	2	-3	0.6	-25	-1.6	108	-2	-4	-6
COC(=O)N1N=C(c2ccc(Br)cc2)CC1(O)C(F)(F)F (stereo not given)	-4	11	-0.3	-13	-2.5	108	-1	4	-8
COC(=O)CCC(C)N1CCC(Oc2ccc(C(=O)NCc3ccccn3)cc2)CC1 (stereo not given)	5	3	-2.9	-7	0.5	100	-1	31	2
CCSc1ccccc1C(=O)n1nnc2ccccc21	-4	9	-1.8	1	-3.2	102	-7	1	7
Cc1cc(COc2ccccc2OCc2cc(C)no2)on1	-4	-6	-0.7	-7	-3.0	98	0	0	0
O=C(N/N=C/c1ccccn1)c1cccnc1	5	20	-3.5	0	-4.0	100	-8	40	-4
Nc1ccc(C(=O)N/N=C/c2cn(Cc3ccccc3)c3ccccc23)cc1	0	-26	-2.8	-23	-3.7	101	6	16	-13
CCOC(=O)C1=C(C)NC(C)=C(C(=O)OCC)C1c1cccs1	-1	-2	-2.5	-22	-0.9	102	0	-1	-14
CCCCOC(=O)/C(=C/C=C/c1ccccc1)NC(=O)c1ccccc1	·	-18	0.7	-24	0.4	100	12	-3	-4
Cc1cccc(-c2nnc(SCc3cc(=O)[nH]c4ccccc34)n2C)c1	3	-7	-0.3	-26	-3.8	97	3	13	4
CC1(c2ccccc2)NC(=O)N(CCOc2ccccc2)C1=O (stereo not given)	-2	13	-3.1	-8	-2.5	92	-6	7	4
O=C(CSc1n[nH]c(=O)n1Cc1ccco1)Nc1ccccc1Cl	7	-5	1.2	-5	0.5	74	-4	48	13
CS(=O)(=O)c1ccc2nc(NC(=O)c3ccccc3Cl)sc2c1	-2	9	-1.7	-6	-4.3	90	7	24	1
COc1cccc(/C(O)=C2/C(=O)C(=O)N(Cc3cccnc3)C2c2ccco2)c1 (stereo not given)	1	26	-0.3	-8	-0.8	86	-2	50	8
Cc1c(C(=O)OC2CCCCC2)sc2nc[nH]c(=O)c12	-4	-15	-1.6	-4	-1.3	94	-1	24	3
Cc1cnn(Cc2cccnc2)c1N	-3	-9	-0.6	2	-0.5	110	2	38	7
CCOC(=O)c1oc2nc(CC(C)C)c3c(c2c1N)CCCC3	-2	2	1.8	-23	-1.3	100	8	10	-8
Nc1nc(-c2ccc([N+](=O)[O-])cc2)cs1	1	-3	-2.9	2	0.3	100	-3	-19	-1
CC(C)(C)c1ccc(C(=O)NNC(=O)Cc2ccccc2)cc1	6	10	-3.9	-6	-4.3	101	-9	32	-5
COc1ccc(-c2cc(-c3n[nH]c(=S)n3-c3ccccc3Cl)[nH]n2)cc1	3	8	-1.7	-27	-4.5	100	-5	-132	-11
Cn1c(=O)c2c(nc(N3CCCCCC3)n2CC(O)COc2ccc(Cl)cc2)n(C)c1=O (stereo not given)	-3	25	0.8	3	0.7	91	-20	26	-2
O=C(c1ccccc1Br)N1CCCC(c2nc(-c3cccs3)no2)C1 (stereo not given)	0	19	0.3	-27	-2.0	102	-3	28	-8
Cc1ccc(NC(=O)CSc2nc(N)cc(=O)[nH]2)cc1Cl	-3	12	-2.2	-2	-1.1	95	-4	21	0
CC1CCc2c(C(=O)Nc3cccc(-c4nn[nH]n4)c3)csc2C1 (stereo not given)	3	11	-2.5	-3	-3.6	100	-8	28	-11
O=C(O)CSCCOc1ccc(OCCSCC(=O)O)cc1	3	-4	1.4	0	1.0	102	-13	13	4
O=C(NCc1ccc2c(c1)OCO2)c1ccc(CSCc2cccc(Cl)c2)o1	3	-19	-1.4	-23	-1.8	105	0	-1	-2
CCSc1nc2ccccc2n1CC(=O)N1CCOCC1	5	-3	-0.3	6	-1.0	97	-24	6	2
CCOc1ccc(CNc2ccc3c(c2)nc(C)n3C)cc1	-6	-18	1.6	5	-2.8	101	9	-3	3
COc1cccc(C(=O)Nc2cc3c(cc2Br)OCCCO3)c1	3	9	-0.4	-15	-2.0	101	-3	-5	0
Cc1ccc(S(=O)(=O)N2CCN(c3cnn(C)c(=O)c3Cl)CC2)cc1	5	15	-2.4	-1	-2.9	103	-14	29	-8
N=c1sccn1CC(=O)N1N=C(c2ccc(Cl)cc2)CC1c1ccco1 (stereo not given)	-6	23	2.8	17	-0.1	83	0	33	-18
COC(=O)c1sccc1NC(=O)Nc1cc(C)ccc1C	0	12	-0.8	-3	0.0	81	6	25	-4
CC(=O)c1ccc(NC(=O)[C@@H]2CCCN2C(=O)OC(C)(C)C)cc1	-3	6	-3.9	-6	-1.8	104	4	48	8
Cc1cc(/C=C\c2nc(O)c([N+](=O)[O-])c(=O)[nH]2)c(C)n1-c1ccccc1	9	13	-6.0	-23	-2.5	102	-4	11	26
Cc1oc(-c2cccc(F)c2)nc1CN1CCCCC1CCn1cccn1 (stereo not given)	0	4	-0.8	7	-2.5	98	-1	-2	-6
CCOc1ccc2nc(NC(=O)C3=NN(c4ccccc4)C(=O)CC3)sc2c1	4	5	-5.0	-10	-1.8	·	3	37	5
CC(C1CC1)N(Cc1ccccc1)C(=O)NC(=O)c1ccc(F)cc1 (stereo not given)	6	2	-4.2	-3	-2.4	102	3	20	-19
COC(=O)c1sc(NC(=O)CSc2nnnn2-c2ccc(C)cc2C)nc1C	2	-12	1.0	1	-2.2	101	-6	10	-6
COc1cc(/C=C/C(=O)OCC(=O)N2CC(=O)Nc3ccccc32)ccc1O	5	-4	0.2	-21	-1.6	102	-7	35	-1
O=C(Cc1nn[nH]n1)Nc1ccc(F)cc1F	·	16	-1.2	2	-2.9	106	-4	17	-2
CCSC1(SCC)N=C(N)C2(C#N)C(c3ccccc3)NC(C)=C(C)C12C#N (stereo not given)	-3	20	-2.5	-1	-3.0	105	6	41	-6
CCc1cccc(OCC(=O)Nc2ccc(S(=O)(=O)N3CCCC3)cc2)c1	3	-4	-0.5	-30	-2.0	101	-22	18	0
O=C(O)CCC(=O)N1CCC(C(=O)c2cccc(Cl)c2)CC1	7	10	-4.9	7	-5.3	101	3	-10	4
O=c1cc(N2CCOCC2)[nH]c(=O)n1-c1ccc(Br)cc1	3	-1	-2.8	-1	-2.0	104	-8	8	6
COc1cc(C2OCC3C(c4cc(OC)c(OC)c(OC)c4)OCC23)cc(OC)c1OC (stereo not given)	6	-4	·	·	·	110	-6	31	·
O=C1Nc2ccccc2C12Nc1ccccc1-c1nc3ccccc3n12 (stereo not given)	0	-12	0.2	-17	-0.1	105	-12	20	12
Cc1ccc(-c2nnn(CC(=O)N(c3ccccc3)C(C(=O)NCC3CCCO3)c3ccc(Cl)cc3)n2)cc1 (stereo not given)	5	24	-0.6	-6	-2.2	89	-22	44	-2
COc1ccc(CN2C(=O)CCC2(C)C(=O)NC2CCCC2)c(OC)c1 (stereo not given)	1	8	-0.6	-4	-0.8	100	1	26	-4
Cc1nn(-c2ccccc2)c(Cl)c1C(=O)Nc1ccccc1	3	-8	-4.9	-20	-1.8	98	-9	30	1
Cc1ccc(S(=O)(=O)c2nc(Nc3ccccc3C#N)sc2Cl)cc1	-4	-56	-2.5	4	-2.3	105	-1	-4	0
Cc1onc(-c2ccccc2)c1C(=O)Nc1nc2c(s1)C(=O)CC(C)(C)C2	4	-8	-3.2	-10	1.1	102	8	14	-5
Cn1c(/C(C#N)=C(\O)c2ccc(S(=O)(=O)N3CCCCC3)cc2)nc2ccccc21	-2	14	-1.1	2	-0.7	·	-6	42	4

Only part of the results is shown, so the mix of outcomes need not match the whole.
